Screening data as filed in PubChem BioAssay.
TLR9-MyD88 block = TLR9-MyD88 interaction inhibition. Q9NR96+Q99836. CHO BLA complementation TLR9-MyD88, CCF4 FRET ratio. inhibition, % at 4.98 µM. 0.21% of 340,000 active. AID 504734;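 active = inhibition above the mean over all tested compounds plus 3 SD, cut at about 21% in these data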;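 also: 0% = DMSO only wells and 100% = clavulanate BLA inhibitor control wells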
ABCB6 inh MLPCN = blocks the human ABCB6 transporter; K562-ABCB6 porphyrin accumulation, flow cytometry, 1 h; hits give low values; AID 602162; 0.19% of 360,000 active; Q9NP58; fluorescence ratio to DMSO, % at 10 µM;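 active = fluorescence ratio to DMSO below 75%, the collection mean minus 3 SD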;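 also: signal is porphyrin accumulated inside mitochondria; 100% equals median channel fluorescence of DMSO control wells; lower ratio means ABCB6 inhibition with less porphyrin fluorescence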
HTR2A ag = activates the mouse 5-HT2A serotonin receptor; P35363; CHO-K1 mHTR2A beta-arrestin complementation, luminescence; percent of 30 µM serotonin response; activation, % at 7.6 µM; 0.66% of 360,000 active;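 active = activation above a run cutoff, the mean activation of all tested compounds plus 3 SD, cut at about 14% in these data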;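 also: 0% = plate median of compound wells and 100% = 30 µM serotonin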
NOD2 RIPK2 PPI = blocks binding of human NOD2 to RIPK2; AID 624267; O43353; CHO BLA complementation NOD2-RIPK2, CCF4 ratio; inhibition, % at 4.98 µM; 0.38% of 360,000 active; in the data active = inhibition above about 21%;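 also: 0% = vehicle only and 100% = reference blocker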
H9c2 protect = myocardial damage modulation in H9c2 cells. H9c2 cardiomyocytes, H2O2 injury protection, ATPLite, 2 h. protection from H2O2 cell death, % at 20 µM. 0.63% of 360,000 active. AID 588492;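 active = compounds giving at least 50% protection of heart cells from peroxide-induced death in the single-dose screen, raw or plate-pattern-corrected value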;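 also: 0% = DMSO wells with peroxide and 100% = DMSO wells without peroxide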
Glyco luc inh = blocks N-linked glycosylation in D54 reporter cells. 0.23% of 360,000 active. D54 ERlucT glycosylation luciferase reporter, 24 h; percent of 100 nM tunicamycin response. reporter increase, % at 12.5 µM. AID 588692;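 active = mean luciferase reporter signal, scaled so untreated is 0 and the glycosylation-blocking control 100, at or above a set limit in every replicate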;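 also: luciferase carries N-glycosylation sites so blocking glycosylation raises the light; 0% = median of neutral control wells and 100% = median of 100 nM tunicamycin wells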
MC4R barr agon = activates human MC4R beta-arrestin recruitment. P32245. U2OS MC4R beta-arrestin complementation, luminescence; percent of melanotan II response, DMSO zero. activation, % at 8.9 µM. 0.98% of 360,000 active. AID 540308;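 active = activation above a per-plate cutoff, the mean activation of sample wells on that plate plus 3 SD, cut at about 8% in these data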
SRC2 inh = inhibits human steroid receptor coactivator 2; HEK293 GAL4-SRC2 luciferase reporter, luminescence; 0.17% of 370,000 active; inhibition, % at 9 µM; Q15596;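 active = inhibition above the mean inhibition of all tested compounds plus 3 SD, set per campaign, cut at about 52% in these data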;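 also: 0% = DMSO treated cells and 100% = cells given Gossypol at 36 µM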
ABHD5-PLIN5 inh = blocks binding of human ABHD5 to perilipin-5 | Q00G26+Q8WTS1 | Split G. princeps luciferase complementation, luminescence, 4 h | inhibition, % at 4 µM | 0.78% of 360,000 active | AID 602281;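 active = inhibition above the mean inhibition across every tested compound plus 3 SD, cut at about 22% in these data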;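 also: 0% = DMSO only wells and the 100% control is not disclosed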
Target sequence (Q00G26 whole entry, looked up): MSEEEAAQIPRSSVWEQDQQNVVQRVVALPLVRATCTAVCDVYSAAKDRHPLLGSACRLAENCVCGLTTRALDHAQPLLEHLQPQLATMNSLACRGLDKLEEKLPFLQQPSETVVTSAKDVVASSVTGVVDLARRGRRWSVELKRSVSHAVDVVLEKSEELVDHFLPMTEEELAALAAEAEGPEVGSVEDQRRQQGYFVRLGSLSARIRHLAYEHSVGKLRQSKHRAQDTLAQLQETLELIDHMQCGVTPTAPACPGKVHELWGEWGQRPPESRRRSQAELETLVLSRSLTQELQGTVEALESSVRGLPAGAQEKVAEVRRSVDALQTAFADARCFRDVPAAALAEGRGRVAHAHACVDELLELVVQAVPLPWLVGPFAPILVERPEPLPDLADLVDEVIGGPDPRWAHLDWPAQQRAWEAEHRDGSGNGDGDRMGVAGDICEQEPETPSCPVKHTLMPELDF
Target sequence (Q8WTS1 whole entry, looked up): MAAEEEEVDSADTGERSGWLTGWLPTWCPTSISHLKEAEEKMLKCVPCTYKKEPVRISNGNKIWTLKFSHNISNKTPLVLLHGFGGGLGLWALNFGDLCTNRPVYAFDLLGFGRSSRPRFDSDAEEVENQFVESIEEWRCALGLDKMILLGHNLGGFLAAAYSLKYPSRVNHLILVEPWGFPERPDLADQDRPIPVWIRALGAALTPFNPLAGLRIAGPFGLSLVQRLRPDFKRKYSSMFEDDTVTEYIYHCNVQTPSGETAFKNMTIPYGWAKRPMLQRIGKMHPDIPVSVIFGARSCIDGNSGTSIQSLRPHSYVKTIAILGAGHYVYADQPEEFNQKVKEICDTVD
MC4R antag cAMP = human MC4R antagonism in cAMP assay. MC4R-expressing cells, MTII-stimulated cAMP, LANCE TR-FRET. 0.48% of 360,000 active. inhibition, % at 6.5 µM. P32245;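 active = inhibition above its plate's cutoff, the mean of tested wells on that plate plus 3 SD, cut at about 29% in these data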;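 also: 0% = Melanotan II alone and 100% = Melanotan II plus saturating MCL0020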
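Material – human MC4R-expressing U2OS cells · Repeats – no replicates · Detection – TR-FRET with Eu-cAMP and labeled anti-cAMP, 671 nm · Times – compound 30 min, challenge 1 h, detection 1 h · Compound – single nominal compound dose of 6.5 µM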
An asterisk follows results filed as active; x = not tested or not shown; + = active, no number. These rows are one share of the data, so the mix of outcomes need not match the whole.

#	SMILES	TLR9-MyD88 block	ABCB6 inh MLPCN	HTR2A ag	NOD2 RIPK2 PPI	H9c2 protect	Glyco luc inh	MC4R barr agon	SRC2 inh	ABHD5-PLIN5 inh	MC4R antag cAMP
1	COc1cc(NC(=S)NCCSc2ccc(C)cc2)cc(OC)c1	4	92	-4	10	-6	1	-0.3	10	-2	3
2	Cc1ccc(OCCCC(=O)Nc2ccc(S(N)(=O)=O)cc2)cc1	-2	94	-6	0	-7	-1	-0.5	-2	-3	-2
3	Cc1onc(-c2ccccc2Cl)c1C(=O)N1CCOC12CCCCC2	-8	82	8	1	0	-1	3.6	7	12	-1
4	Cc1cccc(NC(=S)NCc2cccs2)c1	2	96	4	-3	1	-2	-1.0	13	6	-1
5	COc1ccc(-n2cnnc2SCC(=O)c2ccc(S(=O)(=O)N3CCOCC3)cc2)cc1	-7	101	2	-6	-1	-1	-2.4	4	-3	-3
6	O=C(N/N=C/c1ccoc1)c1ccc(Br)cc1	-14	100	-3	-5	-8	2	-1.7	-28	-7	-7
7	CN(CC(=O)Nc1ccccc1Cl)C(=O)COC(=O)c1ccc(S(=O)(=O)C(F)F)cc1	0	99	-2	7	-5	3	-2.2	-8	0	7
8	O=C(O)c1ccccc1C(=O)c1cccc2c(Br)cccc12	9	102	-2	-1	7	1	-3.0	1	-6	+
9	CCC(=O)N1CN(S(=O)(=O)c2ccc(C)cc2)CC1C (stereo not given)	5	100	-2	14	-1	0	-2.6	3	5	6
10	CN(C)S(=O)(=O)N1CCN(c2cccc(Cl)c2)CC1	3	95	-2	-5	1	-2	-0.5	12	-5	20
11	CCCc1ccc(C(C)NC(=S)NCc2ccc(F)cc2)cc1 (stereo not given)	-10	98	-5	-11	-11	-3	-1.4	-11	-9	1
12	CCOc1ccc(CN(C)C(=O)c2cc3ccccc3o2)cc1OC	-1	110	-2	-3	-3	-1	-0.3	10	-2	-9
13	CN(C)CCCOc1ccc2c(c1)Sc1ccccc1CC2=O	7	100	-3	3	18	1	-0.3	-3	6	7
14	O=C(COC(=O)COc1ccc(Cl)cc1)NCc1cccs1	-8	98	5	-5	3	0	0.7	-6	2	28
15	O=C(O)c1ccc(NC(=O)C2(c3ccccc3)CCCC2)cc1	7	98	-1	-13	-3	2	-1.0	15	-3	10
16	Cc1ccc(N2C(=O)N(c3ccc(C)cc3)C3CS(=O)(=O)CC32)cc1 (stereo not given)	1	100	2	-6	4	-1	-1.1	10	-2	2
17	CC(C)C[C@@H]1COc2cc(N3CC[C@H](O)C3)ccc2S(=O)(=O)N1	x	91	1	-5	x	x	x	1	2	x
18	CN1C(=O)/C(=C/c2ccccc2OCc2ccc(C(=O)O)cc2)NC1=S	-8	92	0	8	-3	2	-2.8	-20	2	-14
19	Cc1ccccc1C(NC(N)=O)c1ccccc1 (stereo not given)	6	98	2	-3	2	1	-2.2	x	6	8
20	CCOC(=O)C1C(=O)C=C(/C=C/c2ccccc2)CC1c1ccc(Cl)cc1 (stereo not given)	-4	104	0	-8	-5	-3	-0.3	-14	-5	3
21	Cc1nc(NC(=O)C(C)(C)C)sc1C(=O)Cn1cc(-c2ccc(C(C)(C)C)cc2)nn1	x	128	6	7	x	x	x	22	-10	x
22	CCC(=O)Nc1cccc(C2=NN(c3ccccc3)C(c3ccc(OC)cc3)C2)c1 (stereo not given)	-17	99	1	-4	-2	2	2.1	-5	-6	6
23	CC(C)OC(=O)CN1C(=O)C(C)(C)Oc2ccc(C(=O)NC(C)(C)C)cc21	-5	98	3	-7	-2	1	0.2	-35	5	1
24	COc1cc(C(=O)NCC2CCCO2)ccc1OCc1c(C)noc1C (stereo not given)	-7	97	4	6	13	2	-0.1	-18	-2	13
25	Cc1noc(C)c1CSCC(=O)N(C)CC(=O)Nc1ccccc1C(F)(F)F	3	96	11	-18	-1	0	-0.6	-1	6	4
26	O=C(N/N=C/c1ccccc1Cl)c1ccc(F)cc1	-7	102	-3	-2	-13	-3	-2.5	-43	1	3
27	Cc1cc(C)c(C#N)c(SCC(=O)NC(C)(C)C)n1	2	99	-1	-7	-2	0	0.2	-9	0	6
28	CC1(C)CC(NC(=O)COc2cc3oc(=O)c4c(c3cc2Cl)CCC4)CC(C)(C)N1	-3	101	1	-3	-3	3	-1.8	0	-3	-5
29	Cc1cc(NS(=O)(=O)c2ccc(NC(=O)C(C)Oc3cc(C)c(Cl)c(C)c3)cc2)no1 (stereo not given)	-5	100	4	1	1	3	-2.0	15	-1	18
30	CCc1ccc(C(C(=O)NC2CCCC2)N(C(=O)c2csnn2)C2CC2)cc1 (stereo not given)	-13	91	4	2	6	-5	0.4	-26	-2	9
31	Cc1oc2ccc(NS(=O)(=O)c3ccccc3)cc2c1C(=O)Nc1ccccc1	-5	99	-6	3	-1	-1	0.8	-16	-3	12
32	CCn1c(SCC(=O)c2ccccc2)nc2ccccc2c1=O	6	102	-1	-2	0	-1	0.3	7	-1	4
33	Cc1ccccc1CC(=O)c1ccc(O)c(C)c1O	2	103	1	2	-4	-3	2.5	9	-6	9
34	CO[C@@H]1[C@@H](OC(N)=O)[C@@H](O)[C@H](Oc2ccc3c(O)c(NC(=O)c4ccc(O)c(CC=C(C)C)c4)c(=O)oc3c2C)OC1(C)C	x	96	3	-8	9	-2	1.5	28	-1	3
35	Cc1ccc(-c2cc(C(=O)N3CCN(c4ncccn4)CC3)c3ccccc3n2)cc1	-1	95	1	-2	-34	-5	0.1	-15	8	-7
36	COc1ccc(NC(=O)N(Cc2cc3cc(OC)c(OC)cc3[nH]c2=O)CC2CCCO2)cc1 (stereo not given)	-11	98	-4	1	6	-1	-1.0	-18	0	-13
37	CCOC(=O)c1ccc(S(=O)(=O)N2CC(=O)Nc3ccccc32)cc1	2	68*	-9	-2	0	4	-0.1	1	-5	-2
38	O=C1OCCC1S(=O)(=O)c1ccc2ccccc2c1 (stereo not given)	-6	96	-5	1	2	1	-1.1	11	4	5
39	Cc1cc(C)nc(NS(=O)(=O)c2ccc(N)cc2)n1	-10	105	0	-8	5	2	-0.8	-22	-4	4
40	Cc1ccc(CNC(=O)c2ccc(Cl)cc2[N+](=O)[O-])cc1	-2	90	-6	-3	1	1	-2.0	-6	1	-1
41	CCOc1ccc(S(=O)(=O)N2CCC(C(=O)N3CCOCC3)CC2)cc1C	-7	101	5	-2	-6	4	0.5	8	-13	9
42	O=C(c1cn(-c2ccccc2)nc1-c1cccs1)N(CCO)Cc1ccccc1	5	94	-5	0	-2	5	-1.2	-2	5	7
43	Cc1cccc(N2CCN(C(=O)c3cccn4c(=O)c5c(C)c(C)sc5nc34)CC2)c1C	0	112	2	-7	-14	x	-1.6	-2	3	3
44	COc1ccc(-c2noc(-c3cccc(OC)c3OC)n2)cc1OC	5	96	1	-6	-8	-4	1.8	-44	-8	8
45	CSc1ccc(CN(C)C(=O)c2cc(Cl)c3c(c2)OCCO3)cc1	3	97	4	-3	3	-2	-1.6	15	7	4
46	COC/C=C/C1=CC2=CC(=O)C(C)(OC(=O)c3cnc4ccccc4n3)C(=O)C2=CN1CC(C)C (stereo not given)	-4	97	4	7	20	1	-0.2	x	2	-10
47	CCn1c(N)c(C(=O)NCc2cccnc2)sc1=S	-10	93	1	-17	4	1	4.6	-2	-4	14
48	CCCC(CCC)=NNC(=O)CN(Cc1ccccc1)S(=O)(=O)c1ccccc1	0	97	-5	7	-1	1	-0.8	-35	-7	9
49	Cc1ccc(OCC(=O)NNC(=O)C2CCCO2)c(C)c1 (stereo not given)	-14	95	4	-6	-2	1	-0.1	-16	2	0
50	Cc1ccc(Cc2nnc(SCC(=O)Nc3ccccc3Cl)[nH]c2=O)cc1	1	99	2	-3	-3	0	-2.2	3	7	6
51	O=C(Cc1ccc([N+](=O)[O-])cc1)NNC(=O)c1ccc2c(c1)OCO2	5	101	10	1	3	2	-0.2	4	0	3
52	O=C(CCN1CCOCC1)NNC(=O)/C(=C/c1ccccc1)NC(=O)c1ccccc1	1	95	4	1	0	0	-3.6	9	-1	-8
53	CCCN(C(=O)c1ccccc1Cc1ccccc1)C1CCS(=O)(=O)C1 (stereo not given)	2	100	8	7	0	1	2.9	-30	5	16
54	Cc1cc(NC(=O)CSc2nc3c(c(=O)n2-c2ccc(Br)cc2)SCC3)no1	-4	99	-4	-3	0	2	1.0	-3	3	3
55	COc1cccc(S(=O)(=O)NCc2ccc(C(=O)N3CCN(Cc4ccccc4)CC3)cc2)c1	19	91	-5	2	2	-5	-1.8	14	-1	4
56	Clc1ccc(OCc2nc(-c3ccccn3)no2)c(Br)c1	-2	100	-4	3	-30	-18	2.2	-33	-10	-1
57	CCCS(=O)(=O)NC(=O)C1(C)CCCN(C(=O)c2ccc(SC(F)(F)F)cc2)C1 (stereo not given)	x	91	-1	-6	0	-2	-0.8	-27	4	13
58	Cc1cccn2c(=O)c3cc(C(=O)NCC4CCCO4)c(=N)n(CC4CCCO4)c3nc12 (stereo not given)	-11	169	4	-4	0	11	-1.1	1	2	10
59	Cc1ccc(C(=O)NCC(=O)Nc2ccncc2)cc1	7	93	5	4	-2	2	-1.8	12	-4	-2
60	O=C(CSc1nnnn1-c1ccccc1)N1CCc2ccccc21	1	98	1	8	4	2	-0.7	-25	8	6

Continuation.
#	SMILES	TLR9-MyD88 block	ABCB6 inh MLPCN	HTR2A ag	NOD2 RIPK2 PPI	H9c2 protect	Glyco luc inh	MC4R barr agon	SRC2 inh	ABHD5-PLIN5 inh	MC4R antag cAMP
61	CCOc1ccccc1C(=O)Oc1cc(C)[nH]c(=O)c1[N+](=O)[O-]	8	95	-1	97*	9	2	0.6	-22	-4	-6
62	Cc1cc(C)n(CC(=O)c2ccc(Br)cc2)c(=O)c1C#N	6	90	-1	0	-3	1	-0.1	3	-2	3
63	CCCSc1oc(-c2ccco2)nc1S(=O)(=O)c1ccc(C)cc1	-5	163	-3	-17	-4	-3	4.2	-22	-6	1
64	Cc1ccc(-c2noc(CCC(=O)NCc3ccc4c(c3)OCO4)n2)cc1	-2	100	-3	9	-9	1	-0.7	3	-14	4
65	COc1cccc(S(=O)(=O)NCC(=O)Nc2ccc(C(C)(C)C)cc2)c1	14	92	-1	-1	-7	1	2.1	4	-5	14
66	Cc1cc(CNC[C@H]2O[C@@H](n3cnc(C(N)=O)n3)[C@H](O)[C@@H]2O)c(C)n1-c1cccnc1	-9	96	4	3	21	1	0.7	1	-8	-1
67	COc1ccc(-n2nnnc2C(CCc2ccccc2)N2CCN(C/C=C/c3ccccc3)CC2)cc1 (stereo not given)	x	99	-2	-2	-9	-8	x	20	0	x
68	O=c1c(-c2ccco2)nc2ccccc2n1C(CCc1ccccc1)c1nc2ccccc2[nH]1 (stereo not given)	x	x	-2	0	x	x	x	30	72*	x
69	CC(C)CCOP(=O)(c1ccc(N(C)C)cc1)C(O)c1ccccn1 (stereo not given)	6	99	11	-5	-3	2	0.3	-32	10	-10
